Peg3 prom inh: reduces Peg3 promoter-driven luciferase expression in HeLa | HeLa PEG-Prom luciferase reporter, luminescence, overnight | inhibition, % at 20 µM | actives 1.7% (n = 360,000) | AID 588405;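 active = inhibition of at least 50% at 20 µM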
CaV13 FRET inh: Disruptors of the CACNA1D IQ motif to Ca2+-dependent inactivation inhibitor domain association, primary screening, Förster resonance energy transfer in intact living …; actives 0.098% (n = 340,000); HEK cells, CFP/YFP FRET ICDI-IQ, plate reader, 10 min; percent FRET-ratio fall versus neutral wells; inhibition, % at 12.3 µM;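 active = mean replicate inhibition of at least 30% and at least 1% of replicates passing that level; inconclusive = only one of the two criteria is met; inactive = neither criterion is met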;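 also: 0% = median of the neutral control wells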
iPSC survival up: enhancers of human iPSC single-cell survival | survival enhancement, % at 20 µM | actives 0.044% (n = 360,000) | hiPSC single-cell survival, ATPlite luminescence; 100% = ROCK inhibitor wells, 0% = DMSO; in the data active = survival enhancement above about 18%;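 also: cells exposed to compounds for 16 hours before the ATP read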
PDI inh: blocks human protein disulfide isomerase activity | actives 0.052% (n = 350,000) | PDI insulin aggregation turbidity, A650, 90 min | inhibition, % at 10 µM | P07237;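 active = mean inhibition across replicates of 30% or more, whatever share of single replicates reach that level; inconclusive = mean inhibition below 30% while every single replicate reaches 30%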;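 also: absorbance from insulin aggregation driven by PDI reduction with DTT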
Target sequence (P07237 whole entry, looked up): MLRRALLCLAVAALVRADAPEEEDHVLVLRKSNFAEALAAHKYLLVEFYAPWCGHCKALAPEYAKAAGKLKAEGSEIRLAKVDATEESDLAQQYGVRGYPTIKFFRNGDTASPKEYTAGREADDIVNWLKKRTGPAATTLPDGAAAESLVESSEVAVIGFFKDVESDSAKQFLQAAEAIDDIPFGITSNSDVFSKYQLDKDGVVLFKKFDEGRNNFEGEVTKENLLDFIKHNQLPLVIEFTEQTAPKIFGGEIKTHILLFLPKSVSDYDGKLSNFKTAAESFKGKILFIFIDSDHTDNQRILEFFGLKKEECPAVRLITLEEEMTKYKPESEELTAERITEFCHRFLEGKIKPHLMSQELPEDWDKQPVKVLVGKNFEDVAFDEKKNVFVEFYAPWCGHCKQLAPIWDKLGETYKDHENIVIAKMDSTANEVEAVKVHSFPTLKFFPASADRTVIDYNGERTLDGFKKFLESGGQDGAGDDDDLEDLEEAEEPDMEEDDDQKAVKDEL
NR2E3 ag-1: agonists of human NR2E3 nuclear receptor | AID 602229 | inhibition of corepressor binding, % at 3.98 µM | CHO-S Gal4-NCOR/VP16-NR2E3 two-hybrid, luciferase | actives 0.35% (n = 360,000) | Q9Y5X4;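 active = inhibition above the mean of all tested compounds plus 3 SD, cut at about 70% in these data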;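 also: 0% = DMSO with NR2E3 transfected cells and 100% = cells lacking NR2E3 construct; higher means lower luciferase signal from less NR2E3 corepressor binding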
Target sequence (Q9Y5X4 whole entry, looked up, the tested form may be a part): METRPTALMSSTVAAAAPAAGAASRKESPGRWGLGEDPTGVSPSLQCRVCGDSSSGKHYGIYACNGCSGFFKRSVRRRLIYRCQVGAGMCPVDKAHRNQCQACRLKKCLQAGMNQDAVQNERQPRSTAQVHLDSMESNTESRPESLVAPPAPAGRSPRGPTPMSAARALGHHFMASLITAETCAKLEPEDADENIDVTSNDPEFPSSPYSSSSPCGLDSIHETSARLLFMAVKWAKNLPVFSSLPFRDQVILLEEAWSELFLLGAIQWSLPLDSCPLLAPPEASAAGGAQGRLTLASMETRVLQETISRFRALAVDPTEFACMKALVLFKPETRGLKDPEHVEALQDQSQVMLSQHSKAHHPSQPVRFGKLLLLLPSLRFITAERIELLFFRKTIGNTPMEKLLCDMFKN
aDG glyco up: alpha-DG glycosylation activation; Pro5-aDG cells, alpha-DG glycosylation AlphaScreen (IIH6); 0% Pro5, 100% B10-LARGE cell signal; activation, % at 10 µM; actives 0.22% (n = 360,000); AID 624168;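 active = activation of at least 8% versus controls, or a plate z-score of at least 8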;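 also: Pro5 are CHO cells carrying HIG-tagged alpha-DG that lacks glycosylation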
Granule exo inh: lytic granule exocytosis inhibition; TALL-104 LAMP-1 surface exposure, flow cytometry; cells stimulated with thapsigargin and PMA; inhibition, % at 10 µM; actives 0.66% (n = 360,000); AID 651702;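 active = inhibition above about 55%, limit read from the data; inconclusive = no clear call, values can overlap the other calls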
HIF-2a block: blocks HIF-2a reporter activity; actives 0.72% (n = 360,000); inhibition, % at 18.8 µM; AID 624352; 786-0 RCC cells HIF-2a reporter, luciferase luminescence, overnight;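 active = inhibition of the luminescence signal of 40% or more relative to plate controls, in a single-dose primary screen at 18.75 µM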
MITF TRPM1 inh: inhibitors of MITF-driven TRPM1 promoter in melanoma cells; inhibition, % at 12.5 µM; actives 0.83% (n = 330,000); SK-MEL-5 TRPM1 promoter luciferase, 24 h;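 active = mean inhibition across replicates of 60% or more, whatever share of single replicates reaches that level; inconclusive = some that reach 60%, reason not given; inactive = mean inhibition across replicates below 60%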; also: values of inactives mirror those of a sister screen read the other way
NR2E3 ag-2: NR2E3 (human) agonism; actives 0.12% (n = 320,000); Q9Y5X4; AID 2300; inhibition of corepressor binding, % at 4.78 µM; GST-NR2E3/biotin-RetCOR TR-FRET, 1536-well;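 active = percent inhibition above the cutoff of mean plus 3 SD of all tested compounds, set per screening campaign, cut at about 20% in these data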;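 also: 0% = DMSO wells and 100% = biotin wells as full block of FRET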
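Format: 1536-well format; test system: GST-NR2E3 and biotin-RetCOR proteins; read-out basis: percent inhibition of TR-FRET ratio; timing: 5 h incubation at 4 °C; detection: time-resolved FRET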
Vif inh: blocks HIV Vif function. HEK293T cells, Vif self-association by quenched fluorescence, imaging, 24 h. inhibition, % at 7.49 µM. actives 0.35% (n = 340,000). AID 602346; in the data active = inhibition above about 50%, passing the limit was not always enough; inconclusive = no clear call, values can overlap the other calls; inactive = below about 31%; also: some results filed as inactive read as strong as hits
The depositor's hits bear a star; ? = inconclusive; . = no result given. Compounds as they come; about 3.5% have a hit in one of these screens.

SMILES	Peg3 prom inh	CaV13 FRET inh	iPSC survival up	PDI inh	NR2E3 ag-1	aDG glyco up	Granule exo inh	HIF-2a block	MITF TRPM1 inh	NR2E3 ag-2	Vif inh
CCCN1CCC(NC(=S)Nc2ccc(C(=O)OCC)cc2)CC1	8	-5	-1.6	-15	4	0.4	0	19	-8	-1	-2
COc1ccc(/C=N/NC(=O)CN(C2=NS(=O)(=O)c3ccccc32)c2ccccc2)cc1	42	-19	-1.3	-2	-11	-0.1	0	17	6	-1	-2
C=C(C)c1cccc(C(C)(C)NC(=O)Nc2cccnc2)c1	8	-22	-0.4	10	-8	0.1	-14	13	15	2	-3
C/C(Cc1nnn(-c2cc(C)on2)n1)=N\O	9	1	-0.1	-3	0	0.0	-7	17	.	-1	-5
COc1ccc(C(CNC(=O)CCNS(=O)(=O)c2ccc(Br)cc2)N2CCCC2)cc1 (stereo unspecified)	-18	-5	-0.2	0	-8	-0.2	1	-12	-49	.	-1
Cc1ccc(S(=O)(=O)Cc2ccc(C(=O)O)o2)cc1	10	-10	3.5	-1	-16	-0.2	-2	-1	-3	6	.
COC(=O)C1=C(C(=O)OC)C(c2cc(Cl)ccc2O)c2sc(=O)[nH]c2S1 (stereo unspecified)	22	.	-3.0	5	-7	0.0	-3	15	3	2	-2
COCCCn1cc(CN2CC(N3CCN(C4CCN(C)CC4)CC3)CS2(=O)=O)nn1 (stereo unspecified)	.	-8	3.4	.	-8	-0.4	-2	3	.	.	.
CCOc1ccccc1OCC(=O)OCC(=O)NNC(=O)c1ccc([N+](=O)[O-])cc1	-27	-6	-0.5	-10	-16	0.2	2	5	2	-1	3
O=C(NCc1ccccc1CN1CCCC1)C1CCN(C(=O)c2ccc(Cl)cc2)CC1	-9	-7	-1.3	-9	-16	0.2	-3	4	.	.	-1
S=C(NN=C(C1CC1)C1CC1)Nc1ccccc1	-33	-9	0.7	-4	-71	0.6	5	-96	-29	-1	-5
Cc1c(Br)c(C(F)(F)F)nn1CC(=O)NCc1ccco1	8	-3	0.7	1	-8	0.0	0	16	-3	6	0
CC(C)C[C@H](NC(=O)c1nc[nH]c1C(=O)NCc1ccc(CNC(=O)OC(C)(C)C)cc1)C(=O)OC(C)(C)C	17	-6	-0.2	5	-11	0.4	6	39	-2	-1	-3
CC(C)[C@H](NC(=O)c1ccccc1)C(=O)OCC(=O)Nc1ccc(S(=O)(=O)N2CCOCC2)cc1	10	-5	-0.7	14	-7	0.0	9	10	-11	.	5
O=C(NC(=S)Nc1ccc(Br)cc1)C1CCCCC1	-71	-6	0.2	-5	-15	0.2	-4	-74	-15	4	2
COc1ccccc1-n1c(-c2ccco2)n[nH]c1=S	9	-19	0.1	4	-2	0.0	-11	14	-14	3	12
O=C(NCCc1ccccn1)c1cccc(S(=O)(=O)N2CCc3ccccc32)c1	-3	-7	-0.2	-2	-12	-0.4	2	15	16	-1	0
Cc1cccnc1NC(=O)Cn1nc(C)c([N+](=O)[O-])c1C	11	-3	5.9	-2	-25	-0.3	2	3	5	-5	.
O=S(=O)(/N=S1/CC=CCN1S(=O)(=O)c1ccccc1)c1ccccc1 (stereo unspecified)	-1	.	2.9	-1	10	0.3	-3	16	1	4	-4
Nc1nc2n(n1)C(c1ccco1)CC(c1ccc(F)cc1)N2 (stereo unspecified)	2	-10	-2.1	.	-5	0.1	-2	-8	-6	2	31
CCc1ccccc1N1C(=O)c2cccc3c(N4CCOCC4)c([N+](=O)[O-])cc(c23)C1=O	44	-8	0.4	9	12	-0.7	-2	18	1	0	-3
COc1cc(C2C3C(=O)N(Cc4ccccc4)C(=O)C3ON2c2ccccc2)cc(OC)c1O (stereo unspecified)	-11	-6	2.6	1	-6	-0.1	0	10	-1	3	-1
Cc1ccc(Nc2nnc(SCC(=O)Nc3ccc(S(=O)(=O)N4CCOCC4)cc3)s2)cc1	-141	-6	-3.7	3	-19	0.0	-1	-168	-45	-1	-2
COc1ccc(C)cc1-n1nnnc1SC(C)C(=O)NC1CCCC1 (stereo unspecified)	14	-6	-0.5	-5	6	-0.1	0	13	-3	.	-2
N#Cc1cc2c(nc1SCc1ccncc1)CCC2	-158	-8	-1.0	-4	-192	0.0	1	-167	-31	4	.

Following part
SMILES	Peg3 prom inh	CaV13 FRET inh	iPSC survival up	PDI inh	NR2E3 ag-1	aDG glyco up	Granule exo inh	HIF-2a block	MITF TRPM1 inh	NR2E3 ag-2	Vif inh
O=C(Nc1cccc(OCC(=O)N2CCOCC2)c1)C1CCCCC1	24	-9	-3.3	7	-10	0.1	1	1	4	-4	8
Cc1ccc(/C=N\NC(=O)Cn2nnc3ccccc32)o1	1	-3	-3.2	-1	-11	0.0	-7	-2	-1	1	-17
CCc1cc(=O)oc2c(CN3CCN(C)CC3)c(O)c(Cl)cc12	17	-4	4.1	1	-8	0.3	0	6	2	2	0
O=C(NCc1nnnn1-c1ccc(Cl)cc1)C(=O)c1c[nH]c2ccccc12	10	-11	2.0	2	-17	0.1	-11	25	.	.	3
CC(C)N(C(=O)[C@H]1C[C@H](CC(=O)NCc2cccc(C(F)(F)F)c2)C(=O)N2CCc3c([nH]c4cc(-c5ccco5)ccc34)[C@]12C)C(C)C	16	-5	2.8	6	-18	0.4	19	-3	10	.	.
CCOc1ccc(-n2c(SCC(=O)O)nc3sc4c(c3c2=O)CCCC4)cc1	-1	-11	0.0	2	7	0.0	3	19	4	7	3
COC(=O)c1ccc(/C=N/NC(=O)C(=O)NCc2ccccc2)cc1	-6	-9	1.9	-6	-10	-0.2	1	26	2	-5	-3
CCCCn1c(N)c(N(CC(C)C)C(=O)c2cc(Cl)nc3ccccc23)c(=O)[nH]c1=O	17	-4	0.8	-9	-5	-0.1	16	8	0	0	6
COCCN(CC(=O)Nc1ccccc1C(F)(F)F)C(=O)/C=C/c1cc(Cl)c2c(c1)OCCO2	8	-5	-3.8	?	21	-0.1	1	-10	-4	.	-4
CSc1nc(-c2ccccc2)nc(NC(=O)C(C)C)c1C(C)=O	4	-4	0.9	1	-4	-0.3	0	12	9	0	-8
Cc1cc(C(=O)CSc2nnc(-c3ccc(Cl)cc3)n2C)c(C)n1CC1CCCO1 (stereo unspecified)	5	-6	-1.9	0	7	-0.1	7	0	6	1	4
CCc1ccc(S(=O)(=O)NCc2csc(C)n2)s1	26	-9	-0.7	5	-14	0.4	-5	11	11	3	-14
CCc1cc2cc(C(=O)N3CCN(c4ccccc4)CC3)sc2s1	6	-6	-2.2	-7	8	-0.1	-3	-18	11	2	10
Cc1ccc(OC(=O)c2cccc(S(=O)(=O)N(C)C)c2)c(-n2nc3ccccc3n2)c1	-285	.	-1.1	10	-93	0.0	-3	-216	-38	0	6
CC(=O)Nc1ccc(NC(=O)CSc2ncc(C(=O)Nc3ccccc3)c(=O)n2C)cc1	-12	-16	-0.5	-9	-9	0.1	6	-24	26	6	-13
CC1CCN(S(=O)(=O)c2cccc(C(=O)Nc3nccs3)c2)CC1	18	-7	-0.7	3	-14	0.3	7	-5	5	-2	.
COc1ccc(C2=Cc3ccccc3C(CC(=O)C3CC3)N2c2ccc(C#CCCO)cc2)cc1 (stereo unspecified)	.	-8	-0.2	.	-14	0.1	-9	8	.	.	.
CSc1ccccc1NC(=O)C(C)N(C)CC(=O)N1CCN(Cc2ccccc2)CC1 (stereo unspecified)	13	-4	-0.5	-2	5	0.9	-3	0	11	.	-3
O=C(CSc1nnc(Nc2ccccc2F)s1)NC1CCS(=O)(=O)C1 (stereo unspecified)	-15	-19	-0.4	-7	-25	-0.1	-1	-54	-11	.	3
COc1nnc(-c2ccc(N3CCOCC3)c(NC(C)=O)c2)c2ccccc12	12	-5	-1.8	-2	5	0.0	0	17	8	3	2
CC(OC(=O)c1ccc(Cl)cc1)C(=O)NCC1CCCCC1 (stereo unspecified)	-16	-4	0.9	1	9	0.1	0	2	3	3	-7
O=C(O)Cn1cc(F)c(=O)[nH]c1=O	4	.	-0.6	.	8	-0.3	-2	1	.	0	0
CC(C)C[C@@H](CN(C)N=O)N(C[C@H](Cc1ccccc1)N(CCc1ccccc1)N=O)N=O	13	-9	0.7	-2	8	0.2	-2	11	2	1	-1
Cc1ccc(C2=NN(S(C)(=O)=O)C(c3cccs3)C2)cc1 (stereo unspecified)	-223	.	-0.1	-3	-43	0.0	1	-201	-83	2	.
CCn1c(CCNC(=O)c2ccc(OC)c(OC)c2)nc2ccccc21	9	-7	-1.7	-4	-15	0.1	-3	21	-4	0	5
CC1CCC(C(C)C)C2=C1C(C#N)(C#N)C(C#N)(C#N)C(c1ccccc1)N2 (stereo unspecified)	12	.	-0.4	7	-12	-0.3	-12	19	0	0	?
CC(C)C(NC(=O)c1ccccc1)c1nnc(SCC(=O)Nc2nccs2)n1C (stereo unspecified)	2	-5	2.3	-5	37	-0.2	-3	18	0	2	8

3 entries out of the list, arranged by heavy-atom count, falling.
SMILES	Peg3 prom inh	CaV13 FRET inh	iPSC survival up	PDI inh	NR2E3 ag-1	aDG glyco up	Granule exo inh	HIF-2a block	MITF TRPM1 inh	NR2E3 ag-2	Vif inh
CC(C)C(NC(=O)c1ccccc1)c1nnc(SCC(=O)Nc2nccs2)n1C (stereo unspecified)	2	-5	2.3	-5	37	-0.2	-3	18	0	2	8
CC1CCN(S(=O)(=O)c2cccc(C(=O)Nc3nccs3)c2)CC1	18	-7	-0.7	3	-14	0.3	7	-5	5	-2	.
CCc1cc(=O)oc2c(CN3CCN(C)CC3)c(O)c(Cl)cc12	17	-4	4.1	1	-8	0.3	0	6	2	2	0

A second format for some results above.
Below each SMILES – Peg3 prom inh	CaV13 FRET inh	iPSC survival up	PDI inh	NR2E3 ag-1	aDG glyco up	Granule exo inh	HIF-2a block	MITF TRPM1 inh	NR2E3 ag-2	Vif inh
> O=C(NCc1nnnn1-c1ccc(Cl)cc1)C(=O)c1c[nH]c2ccccc12
→ 10	-11	2.0	2	-17	0.1	-11	25	.	.	3
> CC(OC(=O)c1ccc(Cl)cc1)C(=O)NCC1CCCCC1 (stereo unspecified)
→ -16	-4	0.9	1	9	0.1	0	2	3	3	-7
> COc1ccc(C2=Cc3ccccc3C(CC(=O)C3CC3)N2c2ccc(C#CCCO)cc2)cc1 (stereo unspecified)
→ .	-8	-0.2	.	-14	0.1	-9	8	.	.	.
> CCc1cc(=O)oc2c(CN3CCN(C)CC3)c(O)c(Cl)cc12
→ 17	-4	4.1	1	-8	0.3	0	6	2	2	0
> CC1CCC(C(C)C)C2=C1C(C#N)(C#N)C(C#N)(C#N)C(c1ccccc1)N2 (stereo unspecified)
→ 12	.	-0.4	7	-12	-0.3	-12	19	0	0	?
> CCn1c(CCNC(=O)c2ccc(OC)c(OC)c2)nc2ccccc21
→ 9	-7	-1.7	-4	-15	0.1	-3	21	-4	0	5
